Rhodamine fluor: compound fluoresces in the rhodamine spectral region; Rhodamine-region fluorescence, 547/598 nm, Tris buffer; hits give high values; 59,000 tested, 0.05% active; max dye-equivalent concentration, M; in the data active = max dye-equivalent concentration above about 11 nM; inconclusive = between about 1.1 nM and that limit
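Read-out is relative fluorescence at 547 nm excitation and 598 nm emission, expressed as dye-equivalent concentration using rhodamine standards on every plate. Each compound was profiled across a concentration series after 15 min in 100 mM Tris, pH 8.0.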
Casp7 inh: caspase-7 (human) inhibition, allosteric or competitive | P55210 | recombinant caspase-7, Ac-DEVD-AFC fluorescence rate | Potency, µM (top dose mostly 57.5 µM), without a hit: at the highest dose activity change, negative = inhibition, hits mostly inhibitors | 75,000 tested, 0.02% active | AID 889; active = well fitted inhibition curve with a large enough effect in the main read-out, with a control signal flat, not every such curve was filed as active; inconclusive = small, poorly fitted or top-dose-only effect, or a change in a side signal; also: potency is read from the fitted curve at half-maximal effect; % of control where 0% means no effect
Target sequence (P55210 24-198 limits assumed): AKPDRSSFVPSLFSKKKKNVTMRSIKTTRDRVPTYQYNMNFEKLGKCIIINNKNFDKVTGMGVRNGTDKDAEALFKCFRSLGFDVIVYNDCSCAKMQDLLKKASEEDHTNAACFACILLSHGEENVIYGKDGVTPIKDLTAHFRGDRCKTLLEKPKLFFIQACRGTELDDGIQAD
Target sequence (P55210 207-303 limits assumed): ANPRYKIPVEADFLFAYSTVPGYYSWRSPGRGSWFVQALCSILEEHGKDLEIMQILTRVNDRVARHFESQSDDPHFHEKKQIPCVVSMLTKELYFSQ
HEK293 cAMP cs: parental HEK293 cAMP activation (counter-screen); parental HEK293 CNG cAMP sensor, membrane potential fluorescence; Potency, µM (highest dose often 57.1 µM), for the others: at the top dose activation, hits mostly activators; 73,000 tested, 2.5% active; AID 938; also: potency is read from the fitted curve at half-maximal effect; % of control where 0% means no effect; nearly all actives have a fitted effect of over 55% in size
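Parental HEK 293 cells stably expressing a modified CNG channel (no TSHR) report cAMP rise as membrane depolarization. Membrane potential dye with 100 uM RO 20-1724 was loaded for 60 min at room temperature, then compound added for 30 min; fluorescence read at 590 nm.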
Tau fil binding: tau filament binding; P10636; recombinant tau filaments, thioflavin S fluorescence, 15 h; filaments grown with octadecylsulfate alongside compound; Potency, µM (top dose mostly 57.1 µM), for inactives: at the highest dose activity change, negative = inhibition; 71,000 tested, 2% active; AID 596;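 also: potency is read from the fitted curve at half-maximal effect; % is scaled to controls: 0 for no effect and ±100 for the full control effect; actives lower thioflavin S fluorescence by blocking filaments or displacing dye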
Target sequence (P10636 whole entry, looked up): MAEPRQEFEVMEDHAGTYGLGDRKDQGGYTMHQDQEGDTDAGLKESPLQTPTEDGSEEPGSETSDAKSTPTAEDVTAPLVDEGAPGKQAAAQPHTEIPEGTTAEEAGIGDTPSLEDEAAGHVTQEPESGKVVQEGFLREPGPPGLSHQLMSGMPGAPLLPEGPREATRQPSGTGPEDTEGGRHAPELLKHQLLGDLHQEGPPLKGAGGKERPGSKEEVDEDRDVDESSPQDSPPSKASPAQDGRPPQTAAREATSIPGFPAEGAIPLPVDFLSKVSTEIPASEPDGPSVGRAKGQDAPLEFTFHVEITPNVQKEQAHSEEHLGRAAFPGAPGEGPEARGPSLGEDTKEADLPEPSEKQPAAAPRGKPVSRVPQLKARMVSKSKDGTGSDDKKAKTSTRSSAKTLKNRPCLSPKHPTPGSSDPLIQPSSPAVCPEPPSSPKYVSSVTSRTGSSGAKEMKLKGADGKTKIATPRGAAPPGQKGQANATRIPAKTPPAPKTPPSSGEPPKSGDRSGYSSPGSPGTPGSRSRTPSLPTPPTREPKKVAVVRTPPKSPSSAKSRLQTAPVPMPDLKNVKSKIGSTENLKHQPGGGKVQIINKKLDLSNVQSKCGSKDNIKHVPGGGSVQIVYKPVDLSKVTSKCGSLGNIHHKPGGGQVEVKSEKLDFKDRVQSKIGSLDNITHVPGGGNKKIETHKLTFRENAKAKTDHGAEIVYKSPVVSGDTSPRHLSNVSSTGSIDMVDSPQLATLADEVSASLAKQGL
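Thioflavine S fluorescence (ex 450, em 510 nm) reports filaments formed from 1 uM human tau plus 30 uM ODS over 15 h at 37 C (10 mM HEPES pH 7.4, 100 mM NaCl, 5 mM DTT); compounds displacing dye or blocking filaments lower signal.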
Casp1 inh: blocks human caspase-1 allosterically or competitively. P29466. Caspase-1 enzyme, Ac-WEHD-AFC fluorogenic rate. Potency, µM (highest dose often 57.5 µM), for inactives: at the top dose activity change, negative = inhibition, most hits filed as inhibitors. 75,000 tested, 0.03% active. AID 900;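 also: potency is read from the fitted curve at half-maximal effect; plate controls were vehicle for no effect and no substrate for full effect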
4MU fluor: compound fluoresces in the 4-MU spectral region; max dye-equivalent concentration, M; compound autofluorescence, 340/450 nm, 4-MU equivalents; hits give high values; 59,000 tested, 11% active; in the data active = max dye-equivalent concentration above about 10 nM; inconclusive = mostly about 1.1 nM to 9.6 nM
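Intrinsic fluorescence at 340/450 nm (ex/em) was read after 15 min at room temperature in pH 8.0, 100 mM Tris. Each compound concentration expressed as 4-MU-equivalent concentration from a six-point 4-MU standard series on each plate.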
ERK AVP inh: vasopressin-driven ERK pathway inhibition; 72,000 tested, 0.99% active; HEK293-V1b, vasopressin-stimulated pERK AlphaScreen; Potency, µM (titrated, usually from 57.5 µM), without a hit: at the highest dose activity, negative = inhibition, usual class: inhibitors; also: potency is read from the fitted curve at half-maximal effect; % is scaled to controls: 0 for no effect and ±100 for the full control effect; nearly all actives have a fitted effect of over 55% in size
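Phosphorylated ERK1/2 detected via AlphaScreen bead proximity in lysates of V1b-expressing HEK293 cells given 25 nM vasopressin for 5 min after 30 min compound exposure (37 °C). AC50 from Hill equation; basal DMSO 0%, vasopressin 100%.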
A350 fluor: compounds fluorescent in Alexa 350 spectral region; Compound autofluorescence, 340/450 nm, Alexa 350 dye-equivalents; hits give high values; max dye-equivalent concentration, M; 59,000 tested, 11% active; AID 590; in the data active = max dye-equivalent concentration above about 10 nM; inconclusive = mostly about 1.1 nM to 9.6 nM
FLuc inh: inhibitors of firefly luciferase. Potency, µM (top dose mostly 57.1 µM), for inactives: at the highest dose activity change, negative = inhibition, actives largely listed as inhibitors. purified firefly luciferase, luminescence, 8 min. 72,000 tested, 2.2% active. AID 411. P08659; also: potency is read from the fitted curve at half-maximal effect; % is scaled to controls: 0 for no effect and ±100 for the full control effect; nearly all actives have a fitted effect of over 40% in size
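Here, luciferase activity is measured as luminescence following an 8 min room-temperature reaction at 10 uM ATP, pH 7.2. Every library sample is titrated.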
Texas Red fluor: Texas Red region autofluorescence. Compound fluorescence, Texas Red channel, 547/618 nm; hits give high values. max dye-equivalent concentration, M. 59,000 tested, 0.06% active. AID 587; in the data active = max dye-equivalent concentration above about 10 nM; inconclusive = between about 1.1 nM and that limit
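Spectral interference profiling: each compound concentration's relative fluorescence, read with a 547 nm excitation and 618 nm emission filter pair, was normalized to a per-plate Texas Red standard curve.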
Fluorescein fluor: compound fluoresces in the fluorescein spectral region; 59,000 tested, 0.91% active; AID 593; max fluorescein-equivalent concentration, M; Compound autofluorescence, 480/540 nm, fluorescein-equivalent; hits give high values; in the data active = max fluorescein-equivalent concentration above about 10 nM; inconclusive = between about 1.1 nM and that limit
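Autofluorescence profiling; 100 mM Tris, pH 8.0; incubation 15 min at RT; ex/em 480/540 nm; result as fluorescein-equivalent concentration.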
* marks the source's active call; other numbers are inactive results; i = inactive; ? = inconclusive; / = not tested or not shown; [ ] = dose if it differs, or a comment. Unless noted, calls follow the shape of the dose curve; as a rule, active = well fitted curve in the direction sought with a large enough effect; inconclusive = small, poorly fitted or top-dose-only effect, or another doubt; inactive = no such curve, though single readings can be large; an effect the other way counts as inactive or inconclusive. A portion of the library (hit frequency here may not be typical).

SMILES	Rhodamine fluor	Casp7 inh	HEK293 cAMP cs	Tau fil binding	Casp1 inh	4MU fluor	ERK AVP inh	A350 fluor	FLuc inh	Texas Red fluor	Fluorescein fluor
CSc1nc(C)cc(SCCO)n1	/	1%	0%	0%	0%	/	-12%	/	1%	/	/
COc1ccc(OC)c(CNC(=O)C2CCN(S(=O)(=O)N3CCCC3)CC2)c1	i	4%	3%	-10%	0%	i	-1%	i	2%	i	i
C=C(C)C(=O)OC	/	0%	-11%	10%	0%	/	15%	/	/	/	/
CCC(Sc1nc(C)cc(=O)[nH]1)C(=O)Nc1sc2c(c1C#N)CCCC2 (stereo not given)	/	-3%	?	-13%	-2%	/	-23%	/	1%	/	/
O=C(CSc1nnc(Cc2ccccc2)n1-c1ccc(Cl)cc1)N1CCOCC1	i	0%	?	2%	-2%	i	-3%	i	-1%	i	i
COc1cccc(-c2cc(NCCc3c[nH]c4ccc(OC)cc34)ncn2)c1	i	-4%	4%	-20%	-6%	i	-21%	i	0%[2.29 µM]	i	i
COc1ccc(C(=O)Nc2ccc(S(=O)(=O)NCc3ccco3)cc2)cc1OC	i	-3%	-3%	0%	-2%	i	2%	i	2%	i	i
CN(C)S(=O)(=O)c1ccc(C(=O)Oc2cc(=O)[nH]c3ccccc23)cc1	i	-1%	-11%	2%	4%	i	-18%	?	-2%	i	?
COc1ccc(-c2cc(C(=O)Nc3c(C)nn(Cc4ccccc4Cl)c3C)no2)cc1	i	0%	12%	81%	-1%	i	14%	i	6%	i	i
CCc1c(O)nc(SCc2ccccc2)n(C(C)CC)c1=O (stereo not given)	/	-2%	25µM*	8%	-3%	/	15%	/	0%	/	/
COC(=O)c1ccc(C(NC(=O)c2ccccc2)[C@]2(C)C[C@H]2C2CCCCC2)cc1 (stereo not given in full)	/	-1%	11%	-9%	-1%	/	14%	/	/	/	/
CCN(CC)C(NC(=O)c1ccccc1)C(=O)c1ccccc1 (stereo not given)	i	2%	14%	-12%	-1%	i	16%	i	-2%	i	i
CC1CCN(S(=O)(=O)c2ccc(S(=O)(=O)NCC3COCCO3)cc2)CC1 (stereo not given)	i	-1%	-8%	-1%	1%	i	6%	?	2%	?	?
Nc1nnc(CCC2CCCCC2)s1	i	-1%	7%	-4%	-1%	i	2%	i	-2%	?	?
COc1cccc(N(CC(=O)NC2CCCC2)C(=O)Cn2nnc(-c3ccc(C)cc3)n2)c1	i	7%	22%	7%	-2%	i	10%	?	-11%	i	?
CCOc1ccc(NC(=O)C2CC=CCC2C(=O)O)cc1 (stereo not given)	i	1%	5%	0%	-10%	i	4%	i	6%	i	i
CCOC(=O)N1CCN(C(=O)COc2ccccc2OC)CC1	/	0%	3%	-3%	-4%	/	11%	/	3%	/	/
COc1ccc(-n2c(Cc3cccn3C)nnc2SCC(=O)Nc2cccc(C)c2C)cc1	/	-5%	-2%	11%	0%	/	0%	/	-7%	/	/
CCOC(=O)c1[nH]c(CSc2nnc(-c3ccc(OC)cc3)o2)c(C(=O)OCC)c1C	i	-4%	19%	10%	-4%	?	28%	?	0%	i	?
Cc1cc(C(C)(C)C)cc(S(=O)(=O)NCC(=O)O)c1C	i	-6%	3%	-6%	0%	i	-12%	i	-2%	i	?
CCn1c2ccccc2c2nnc(SCc3ccccc3)nc21	/	-8%	13%	-22%	-4%	/	14%	/	-2%	/	/
COC(=O)CSc1nc2c(c(=O)[nH]c(=O)n2C)n1CCC(C)C	i	2%	12%	-19%	-1%	i	?	i	-2%	?	i
CCOc1ccc(-c2nnc(N)o2)cc1	i	1%	-3%	-6%	2%	i	-6%	i	-14%	i	?
CCN1CCN(C(=O)c2cc3c(=O)n(C)c4ccccc4c3n2C)CC1	/	-3%	15%	3%	3%	/	-13%	/	0%	/	/
N#Cc1cn(CC(=O)NCCc2c[nH]c3ccccc23)c2ccccc12	i	-3%	-26%	70%	1%	i	7%	i	0%	?	?
CCCCc1c(C)nn(-c2nnc3c4ccccc4n(C)c3n2)c1C	i	/	/	/	/	i	/	?	-21%[25.5 µM]	i	?
CCC(C)(C)NC(=O)C(c1ccc(F)cc1)N(Cc1ccco1)C(=O)c1cnccn1 (stereo not given)	i	0%	?	2%	0%	i	8%	i	1%	i	i
O=C(CSC1=NCCS1)Nc1ccccc1F	i	1%	11%	-2%	0%	i	-1%	i	-2%	i	i
CCOC(=O)N1CCN(C/C(C)=C/c2ccccc2)CC1	/	0%	11%	0%	-1%	/	13%	/	-2%	/	/
O=c1cnc2cncnc2n1Cc1ccc(F)cc1	i	-6%	?	6%	-4%	i	-8%	i	0%[11.4 µM]	i	i
O=C(COC(=O)C1CCCN1C(=O)c1cccs1)Nc1ccc2c(c1)OCO2 (stereo not given)	i	-6%	3%	-17%	0%	i	-6%	i	-40%	i	?
CCOCCCNC(=O)c1ccc(OC)cc1	i	0%	3%	10%	0%	i	-3%	?	-4%	i	i
O=C(O)c1ccc(CSc2nnc(-c3ccncc3)n2CC2CCCO2)cc1 (stereo not given)	i	2%	16%	-6%	-2%	i	11%	i	-2%	i	i
Cc1ccc(Oc2nc3ccccc3n3c(C)nnc23)cc1	i	1%	15%	-5%	0%	i	-24%	i	-3%	i	?
COc1cc(C(=O)NCc2nnc(SCC(=O)N3CCC(C)CC3)o2)cc(OC)c1OC	i	0%	-2%	2%	1%	i	-13%	i	4%	i	i
Nc1ccccc1N=Nc1c(S(=O)(=O)O)cc2cc(S(=O)(=O)O)cc(O)c2c1O	i	-3%[11.5 µM]	11%[11.4 µM]	-15%[11.4 µM]	1%[11.5 µM]	i	-3%[11.5 µM]	i	?	?	i
CC(C)CC1C(C#N)=C(N)SC(N)=C1C#N	/	-2%	21%[11.4 µM]	6%[11.4 µM]	-1%	/	-4%	/	-5%	/	/
CCSc1nnc(-c2ccc(Cl)cc2Cl)o1	/	0%	15%[11.4 µM]	2%[11.4 µM]	-2%	/	52%[activator]	/	?	/	/
CCOC(=O)N1CCN(C(=O)c2cc3c(ccc4ccccc43)oc2=O)CC1	i	-24%	-1%	-16%	-17%	1.5e-06M*	8%	1.7e-06M*	3%	?	i
COC(=O)[C@@]1(Cc2ccc(F)cc2)[C@H]2c3cc(C(=O)N(C)C)n(Cc4nc5ccccc5[nH]4)c3C[C@H]2CN1C(=O)c1ccccc1	/	-15%	4%[0.457 µM]	14%	-8%	/	-23%	/	/	/	/
CCOc1ccc(-c2nnc3ccc(SCC(=O)NCc4ccco4)nn23)cc1	i	-11%	-3%	3%	-12%	2.5e-08M*	18%	2.5e-08M*	0%	i	i
Fc1ccc(C(c2nnnn2C2CCCC2)N2CCN(Cc3ccncc3)CC2)cc1 (stereo not given)	i	0%	14%	-2%	0%	?	0%	?	1%	i	i
Cc1cccc(-n2c(=O)[nH]c3c(C(N)=O)nc(C(C)C)nc32)c1	i	-15%	11%	16µM*	-9%	1.4e-07M*	-22%	1.4e-07M*	4%	i	i
COC(=O)C1=C(C)N(CCc2ccccc2)C(=O)C1	i	-1%	10%	-16%	-1%	i	-29%	i	2%	i	i
O=C1CN(CC(=O)N2CCCCC2)c2ccccc2O1	i	-4%	9%	32µM*	-9%	i	-19%	i	-8%	i	i
Clc1nc2sccn2c1/C=N/n1cnc2ccccc21	i	1%	1%	26%	3%	4.7e-08M*	?	3.9e-08M*	1%	i	i
CC1CCC(NC(=O)CN2CCCN(Cc3ccc(F)cc3Cl)C2=O)CC1 (stereo not given)	i	0%	14%	9%	1%	i	-1%	i	2%	i	i
COc1ccc(CCNC(=O)CCn2c(=O)oc3ccccc32)cc1	/	0%	4%	4%	-4%	/	/	/	1%	/	/
CCOC(=O)C1CCN(C(C(=O)NC2CCCCC2)c2ccc(OC)cc2)CC1 (stereo not given)	i	-5%	16%	-4%	-2%	i	19%	i	-2%	i	i
COC(=O)CSc1nnc(-c2ccncc2)o1	/	0%	-7%	4%	-2%	/	0%	/	0%	/	/
CCCCN(CCCNC(=O)CN1C(=O)COc2ccccc21)c1ccccc1	i	-1%	?	-23%	-3%	i	10%	i	1%	i	i
CCc1c(C)[nH]n(CCC#N)c1=O	/	-2%	10%	1%	-2%	/	-15%	/	2%	/	/
Cc1ccc(N2CC(C(=O)NC3=NCCS3)CC2=O)cc1C (stereo not given)	i	-3%	3%	5%	0%	i	34%	i	-3%	i	i
O=C(O)CCC(=O)N1CCc2cc(S(=O)(=O)N3CCC(Cc4ccccc4)CC3)ccc21	/	-1%	?	-2%	0%	/	/	/	-7%	/	/
Nc1nnnn1/N=C/c1ccco1	i	/	/	/	/	i	/	i	-1%[25.5 µM]	i	?
Cc1ccc(NC(=O)CSc2nnc(CCCCCNC(=O)OC(C)(C)C)o2)c(C)c1	i	1%	?	6%	0%	i	-4%	i	0%	?	i
O=C(NC1CC1)c1ccc(S(=O)(=O)NCC2CCCCC2)cc1	i	0%	3%	-15%	-1%	i	-1%	i	-1%	i	i
O=C1CSC(c2ccco2)N1 (stereo not given)	/	-2%	16%	7%	-1%	/	-7%	/	1%	/	/
Cn1c(SCC(=O)Nc2nccs2)nnc1C12CC3CC(CC(C3)C1)C2	i	-3%	25%	9%	-1%	i	18%	i	-3%	i	i
